RNase H inhibition = RNase H inhibition, HIV 1 Gag Pol polyprotein, FRET biochemical assay, screening (AID 372) | one-dose inhibition, % at 10 µM; IC50 in µM for titrated hits | hit rate 0.77% among 100,000 | HIV-1 RT RNase H, FRET RNA/DNA substrate fluorescence; higher % means a stronger effect; in the data active means inhibition above about 50%
* hit, by the source's call. An excerpt; rates above refer to the full screens.

SMILES	RNase H inhibition
CCOC(=O)c1c(/N=C/c2cc(Br)ccc2O)sc2c1CCCC2	15.0%
COc1ccc(C(=O)Nc2cc3oc4ccccc4c3cc2OC)c(OC)c1	4.0%
CN(C)c1ccnc2sc3c(N(CCO)CCO)ncnc3c12	24.0%
CSc1nsc(SC)c1C(=O)N1CCN(S(=O)(=O)c2ccc(C)cc2)C1C(C)C (stereo not drawn)	3.0%
COCCOC(=O)c1ccc(NC(=O)c2ccc(Cl)cc2Cl)cc1	6.0%
O=C1/C(=C/c2c(Cl)cccc2Cl)SC(=S)N1Cc1ccco1	14.0%
CC(=O)C1=C(O)C(=O)N(c2nc3ccccc3s2)C1c1ccc(Cl)cc1Cl (stereo not drawn)	3.0%
CCOc1cc(CN2CCN(Cc3ccccc3)CC2)ccc1OC	0.0%
CCOc1c(/C=C2\C(=O)NN(c3ccccc3)C2=O)cccc1OC	0.0%
COc1ccc(Cl)cc1NC(=O)CN(c1ccccc1)S(=O)(=O)c1ccccc1[N+](=O)[O-]	4.0%
O=C(CC(=O)c1cc(Cl)ccc1O)c1ccc(F)cc1	11.0%
Cc1ccc(C2CC(C(F)(F)F)n3nc(C(=O)O)cc3N2)cc1 (stereo not drawn)	16.0%
Cc1ccnc(Nc2nc(-c3sc(NC(=O)c4ccccc4)nc3C)cs2)c1	8.0%
CN(CC(F)(F)C(F)F)S(=O)C12CC3CC(CC(C3)C1)C2 (stereo not drawn)	11.0%
Cc1cccc(OCC(=O)NCc2ccco2)c1	0.0%
O=[N+]([O-])c1cccc(-c2noc(COc3ccc4ccccc4c3)n2)c1	13.0%
CN1CCN(/N=C/c2cccs2)CC1	13.0%
Cc1cc(I)ccc1NC(=O)c1cccnc1	13.0%
Cc1ccc(C)c(OCCn2cc(C=C3C(=O)NC(=O)NC3=O)c3ccccc32)c1	45.0%
COc1ccc(C(NC(=O)c2ccc(C)cc2)NC(=O)c2ccc(C)cc2)cc1OC	5.0%
O=C(NCc1ccccc1)c1ccc2nccnc2c1	8.0%
Cc1ccccc1NC(=O)c1c(NC(=O)c2ccco2)sc2c1CCC(C)C2 (stereo not drawn)	51.0%*
COc1ccccc1NS(=O)(=O)c1cc(N2C(=O)C3C4C=C(C)C(C4)C3C2=O)ccc1Cl (stereo not drawn)	7.0%
COC(=O)C1=C(C)NC2=C(C(=O)CCC2)C1c1cccnc1 (stereo not drawn)	5.0%
N#C/C(=C/C=C/c1ccccc1)c1nc(-c2ccc([N+](=O)[O-])cc2)cs1	6.0%
CC(C)=CCC/C(C)=C\C=N\NC(=S)Nc1ccc(C)cc1	10.0%
O=C(NN1C(=O)c2ccccc2C1=O)c1cccc(F)c1	0.0%
CC1(C)CC(NS(=O)(=O)c2ccc(Cl)cc2)CC(C)(C)N1	10.0%
O=C(CCC1CCCCC1)NCC1CCCO1 (stereo not drawn)	0.0%
C/C(=N\NC(=O)CN(c1ccc(C)cc1)S(=O)(=O)c1ccccc1)C(C)(C)C	4.0%
Cc1cccc(N2C(=O)NC(=O)/C(=C/c3ccc(-c4ccccc4[N+](=O)[O-])o3)C2=O)c1	9.0%
COc1ccc(C2C(C#N)=C(N)OC3=C2C(=O)c2ccccc2C3=O)cc1Br (stereo not drawn)	6.0%
COc1ccccc1OCCOCCOc1ccc2ccccc2c1	2.0%
O=C(NCc1ccc2c(c1)OCO2)c1cc(-c2ccc(Cl)c(Cl)c2)nc2ccccc12	12.0%
O=C(Nc1cccc(OC(=O)c2cc(S(=O)(=O)N3CCCCC3)ccc2Cl)c1)c1ccco1	12.0%
CCOC(=O)c1c(NC(C)=O)sc2c1CCC(C#N)=C2Cl	0.0%
COc1cc2c(cc1NC(=O)c1c(-c3ccccc3Cl)noc1C)oc1ccccc12	20.0%
CC(NC(=O)c1ccccc1NC(=O)c1cccnc1)c1ccccc1 (stereo not drawn)	9.0%
COc1ccc(OC)c(NC(=O)COc2ccc(F)cc2)c1	15.0%
CC(=O)N1c2ccc(Cl)cc2C2C=CCC2C1c1cccc2ccccc12 (stereo not drawn)	21.0%
Cc1nn(C(=O)c2ccccc2Br)c(C)c1Cl	5.0%
COc1ccc(CSc2ncn[nH]2)cc1[N+](=O)[O-]	10.0%
COc1ccc(/C=C(/C#N)C(=O)Nc2cccc(C)c2)cc1C(=O)O	4.0%
CNC(=O)C1CC(=O)N(c2ccc(F)cc2)C1 (stereo not drawn)	7.0%
COC(=O)c1ccc(CN(c2ccccc2)S(=O)(=O)c2ccccc2)cc1	15.0%
COc1ccc(NC(=O)COc2cccc(Cl)c2)c(OC)c1	5.0%
O=C1CCC([N+](=O)[O-])C(c2ccc3c(c2)OCO3)N1 (stereo not drawn)	15.0%
Oc1ccc(Br)cc1C=Nc1ccc(-c2cc(-c3ccc(N=Cc4cc(Br)ccc4O)cc3)ncn2)cc1	10.0%
O=C(/C=C/c1ccc(Cl)cc1Cl)Nc1c(F)c(F)c(F)c(F)c1F	5.0%
COC(=O)c1cc(=O)n2c(n1)sc1cc(C)c(C)cc12	8.0%
CCCC1(CCC)NC(=S)N(c2nc3ccccc3s2)N1	7.0%
COC(=O)C1=CN(CC2CCCO2)C=C(C(=O)OC)C1c1cccc(Br)c1 (stereo not drawn)	6.0%
CC1=C(C(=O)Nc2ccc(Cl)cc2)C(c2cccs2)NC(=O)N1 (stereo not drawn)	3.0%
C/C(=N/NC(=O)c1cccc(Br)c1)c1ccccc1O	18.0%
COc1cc(C)ccc1OCCOc1ccc(C)cc1Br	19.0%
CCOC(=O)c1c(C)sc2c1N(C(C)=O)c1cc(Br)ccc1S2	46.0%
Nc1nc2ccccc2n1/N=C/c1ccccc1	5.0%
COc1ccc(CC(=O)Nc2ccc(F)cc2F)cc1	6.0%
O=C(N/N=C/c1ccc(Cl)cc1Cl)c1ccc(O)c(O)c1	57.0%*
CC1=C(C(=O)OCCOC(C)C)C(c2ccc([N+](=O)[O-])cc2)NC(=O)N1 (stereo not drawn)	13.0%

Part of the list above in a different format.
Compound,RNase H inhibition
CCOC(=O)c1c(/N=C/c2cc(Br)ccc2O)sc2c1CCCC2,15.0%
COc1ccc(C(=O)Nc2cc3oc4ccccc4c3cc2OC)c(OC)c1,4.0%
CN(C)c1ccnc2sc3c(N(CCO)CCO)ncnc3c12,24.0%
CSc1nsc(SC)c1C(=O)N1CCN(S(=O)(=O)c2ccc(C)cc2)C1C(C)C (stereo not drawn),3.0%
COCCOC(=O)c1ccc(NC(=O)c2ccc(Cl)cc2Cl)cc1,6.0%
O=C1/C(=C/c2c(Cl)cccc2Cl)SC(=S)N1Cc1ccco1,14.0%
CC(=O)C1=C(O)C(=O)N(c2nc3ccccc3s2)C1c1ccc(Cl)cc1Cl (stereo not drawn),3.0%
CCOc1cc(CN2CCN(Cc3ccccc3)CC2)ccc1OC,0.0%
CCOc1c(/C=C2\C(=O)NN(c3ccccc3)C2=O)cccc1OC,0.0%
COc1ccc(Cl)cc1NC(=O)CN(c1ccccc1)S(=O)(=O)c1ccccc1[N+](=O)[O-],4.0%
O=C(CC(=O)c1cc(Cl)ccc1O)c1ccc(F)cc1,11.0%
Cc1ccc(C2CC(C(F)(F)F)n3nc(C(=O)O)cc3N2)cc1 (stereo not drawn),16.0%
Cc1ccnc(Nc2nc(-c3sc(NC(=O)c4ccccc4)nc3C)cs2)c1,8.0%
CN(CC(F)(F)C(F)F)S(=O)C12CC3CC(CC(C3)C1)C2 (stereo not drawn),11.0%
Cc1cccc(OCC(=O)NCc2ccco2)c1,0.0%
O=[N+]([O-])c1cccc(-c2noc(COc3ccc4ccccc4c3)n2)c1,13.0%
CN1CCN(/N=C/c2cccs2)CC1,13.0%

Next section:
SMILES	RNase H inhibition
COc1ccccc1CNC(=O)COc1ccc(C)cc1C	13.0%
COCCN1C(=O)/C(=C2/C(=O)N(CC(N)=O)c3ccccc32)SC1=S	7.0%
O=C(/C=C/c1ccccc1Cl)n1cnc2ccccc21	9.0%
COC(=O)c1cc(C(=O)Nc2ccc(C(N)=O)cc2)cc([N+](=O)[O-])c1	5.0%
COc1cc(/C=C(\NC(C)=O)C(=O)Nc2cccc(C(C)=O)c2)ccc1OC(C)=O	6.0%
CCOC(=O)NC(C(F)(F)F)(C(F)(F)F)P(=O)(c1ccccc1)c1ccccc1	8.0%
COc1ccc(C2=CC(=O)C=CC2=O)cc1	75.0%*
O=C(Nc1ccc(I)cc1)c1cccc(N2C(=O)c3ccccc3C2=O)c1	16.0%
CCOC(=O)c1c(-n2c(C)cc(C=O)c2C)sc2c1CCCC2	26.0%
O=C(Nc1ccc(Cl)c(Cl)c1)O/N=C/c1ccccc1	12.0%
CCOc1ccc(/C=C2\SC(=S)N(CCCC(=O)O)C2=O)cc1	15.0%
Cc1cccc(OCC(=O)Nc2cccc(C(=O)Nc3nccs3)c2)c1	9.0%
CCN(CC)c1ccc(C=Nc2ccc([N+](=O)[O-])cc2O)c(O)c1	4.0%
O=C(Nc1ccc(-c2nc3cc(Cl)cc(Cl)c3o2)cc1)c1ccc([N+](=O)[O-])cc1Cl	24.0%
O=[N+]([O-])c1ccc(Cl)c(/C=N\Nc2c(F)c(F)c(C(F)(F)F)c(F)c2F)c1	0.0%
NC(=O)c1c(NC(=O)c2ccc(S(=O)(=O)N3CCCCC3)cc2)sc2c1CCCC2	53.0%*
CC1(C)CC(=O)C2=C(C1)Nc1ccccc1NC2c1ccccc1 (stereo not drawn)	0.0%
Cc1ccccc1C(=O)Nc1cccc(NC(=O)COc2cc(C)c(Cl)c(C)c2)c1	6.0%
N#C/C(=C/c1c[nH]c2ccccc12)C(=O)Nc1cccc(Br)c1	14.0%
O=C(COc1ccccc1[N+](=O)[O-])Nc1ccc2oc(-c3ccc(Cl)cc3Cl)nc2c1	43.0%
Cn1cccc1CN1CCN(Cc2ccccc2)CC1	3.0%
CCC(C)N=Cc1c(O)n(-c2ccccc2C)c(=O)[nH]c1=O (stereo not drawn)	2.0%
CN1CCN(C(=O)c2cc3nc(-c4ccc(Cl)cc4)cc(C(F)(F)F)n3n2)CC1	1.0%
O=C(NC(NC(=S)Nc1cccc(C(=O)O)c1)C(Cl)(Cl)Cl)OCc1ccccc1 (stereo not drawn)	3.0%
CC(O)CNC(=O)C(=O)NCc1ccc2c(c1)OCO2 (stereo not drawn)	22.0%
CCCCCOC(=O)C1=C(C)NC(=O)NC1c1ccc(F)cc1 (stereo not drawn)	29.0%
O=C(NCc1ccco1)c1cccc(Cl)c1	6.0%
O=C(N/N=C/c1cc(Cl)cc(Cl)c1O)c1ccccn1	0.0%
Fc1ccccc1/C=N/Nc1ccccn1	9.0%
COC(=O)CN1C(=O)/C(=C\c2c(F)cccc2Cl)SC1=S	0.0%
CC(O)CNC(=O)C(=O)NCCc1ccc(Cl)cc1 (stereo not drawn)	4.0%
O=C1C(=O)c2ccccc2C(O)=C1c1ccc(Cl)cc1Cl	9.0%
COc1ccc(C(=O)Nc2cc(Cl)cc(Cl)c2)cc1	7.0%
CCc1nc2ccccc2n1CC(O)COC1CCCCC1 (stereo not drawn)	9.0%
O=C(N/N=C(\C=N\O)c1ccccc1)c1ccco1	4.0%
O=[N+]([O-])c1ccc(O)c(C=Nc2cccc3cccnc23)c1	11.0%
CC1=C(C(=O)Nc2ccccc2)C(c2ccc([N+](=O)[O-])cc2)N2C(=O)CSC2=N1 (stereo not drawn)	2.0%
COc1ccc(/C=N/S(=O)(=O)c2ccc(C)cc2)c(OC)c1	11.0%
C/C(=N\Nc1cccc2cccnc12)C(C)(C)C	12.0%
COc1cccc(CN2CCN(Cc3ccc(OC)c(OC)c3)CC2)c1	11.0%
Cc1ccc(S(=O)(=O)Nc2cc(Sc3nc4ccccc4[nH]3)c(O)c3ccccc23)cc1	17.0%
Cc1ccc(S(=O)(=O)C(CC(=O)c2ccc(Cl)cc2)c2ccccc2)cc1 (stereo not drawn)	9.0%
O=C1C(=O)N(Cc2cccnc2)C(c2ccc([N+](=O)[O-])cc2)/C1=C(\O)c1ccccc1 (stereo not drawn)	0.0%
CC12CN3CC(C)(CN(C1)C3c1ccccc1)C2O (stereo not drawn)	3.0%
COc1ccc(Cl)cc1NC(=O)C1=C(C)NC(=O)NC1c1cccc2ccccc12 (stereo not drawn)	0.0%
O=C(N/N=C/c1ccccc1)c1cc(C23CC4CC(CC(C4)C2)C3)[nH]n1	23.0%
CCOC(=O)C1=C(C)N=c2s/c(=C\c3ccc(O)c(OCC)c3)c(=O)n2C1c1ccc(N(C)C)cc1 (stereo not drawn)	18.0%
Clc1cccc(N=Cc2ccc(OC3CSC3)cc2)c1	6.0%
COc1ccc(N2C(=O)C(Cl)=C(Nc3ccc(OC)cc3OC)C2=O)cc1	4.0%
CC(=O)c1ccc(NC(=O)/C(=C\c2ccc(Br)cc2)NC(=O)c2ccco2)cc1	4.0%
CCC(C)(C)C1CCc2[nH]nc(C(=O)NN)c2C1 (stereo not drawn)	0.0%
CCOCCOC(=O)C1=C(C)NC2=C(C(=O)CC(c3ccccc3)C2)C1c1ccc(Cl)cc1Cl (stereo not drawn)	4.0%
O=C1c2cccc3ccc(I)c(c23)C(=O)N1Oc1ccc([N+](=O)[O-])cc1[N+](=O)[O-]	22.0%
COC(=O)Cn1cc(/C=C2\C(=O)NC(=O)N(c3cccc(C)c3C)C2=O)c2ccccc21	23.0%
COc1cccc(CN2CCN(C(=O)CC(C)C)CC2)c1	0.0%
CCOC(=O)c1ccccc1NC(=O)CCCOc1ccccc1	31.0%
O=C(c1ccccc1F)N1CCN(c2ccc([N+](=O)[O-])c(N3CCOCC3)c2)CC1	5.0%
CCCCCCCCOc1ccc(/C=C(\C#N)c2nc(-c3ccccc3)cs2)cc1	3.0%
CCC(CC)NC(=O)c1ccc(OC)cc1	0.0%
CC(=O)/C(=N\Nc1ccc(C)cc1)N1CCOCC1	4.0%
Going on with the list:
SMILES	RNase H inhibition
CCOc1cccc(NC(=O)/C(C#N)=C\c2ccc(-c3cc([N+](=O)[O-])ccc3C)o2)c1	13.0%
O=C(O)CCC(=O)Nc1ccc(S(=O)(=O)c2ccc(NC(=O)CCC(=O)O)cc2)cc1	0.0%
CC(=O)Oc1cccc(N2C(=O)c3ccc(C(=O)Nc4c[nH]c(=O)[nH]c4=O)cc3C2=O)c1	7.0%
N#C/C(=C\c1cc(Cl)cc(Cl)c1O)C(=O)NC1CCCCC1	32.0%
CC1(C)CC(=O)C(C2C3=C(CC(C)(C)CC3=O)Oc3ccc([N+](=O)[O-])cc32)C(=O)C1 (stereo not drawn)	1.0%

Source: PubChem (MTDP)
